High-throughput results: PubChem, National Center for Advancing Translational Sciences (NCATS)
a7 integrin act: qHTS for Activators of Integrin-Mediated Alleviation for Muscular Dystrophy | 350,000 compounds, 0.064% hits | alpha7betagal myoblasts, beta-gal FDG fluorescence, 48 h | Potency, µM (titrated, usually from 38.3 µM), for inactives: at the top dose activation, most hits filed as activators | AID 624291, 2012;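 further: potency means the concentration at half of the fitted maximal effect; 100% = response of the positive control SU9516; nearly all actives have a fitted effect of over 60% in size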
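Alpha7betagal+/- myoblasts (passage 13) were plated 16-24 hr, then exposed to compounds (1:260 dilution of DMSO stock) for 48 hours at 37C. After MPER lysis, β-galactosidase reporter activity was read as FDG fluorescence (ex 480/em 540) after 30 minutes.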
Coupling enz: qHTS Assay for Inhibitors of Fructose-1,6-bisphosphate Aldolase from Giardia Lamblia: Coupling assay counterscreen. coupling enzyme system counterscreen, AmpLite Red fluorescence. activity change, negative = inhibition, % at 58.2 µM, hits read low. 290,000 compounds, 0.67% hits. AID 2472, 2010; in the data active means activity change below about -30%; further: on the % scale 0 is the no-effect control and ±100 the full control effect
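Activity here indicates interference with the coupling reaction, not aldolase inhibition. Compounds at 57.5 uM final met coupling enzymes for 10 min at RT; substrate and AmpLite Red detection followed, with a 525/598 nm fluorescence read after 20 min.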
AT treatment: qHTS Assay for Identifying a Potential Treatment of Ataxia-Telangiectasia; 320,000 compounds, 0.19% hits; Potency, µM (highest dose often 57.5 µM), without a hit: at the top dose activation, usual class: activators; AID 485349, 2010; […] A-T fibroblasts, KAP-1 phosphorylation AlphaLISA; neocarzinostatin DNA damage 30 min before lysis; further: potency means the concentration at half of the fitted maximal effect; % of control where 0% means no effect; nearly all actives have a fitted effect of over 45% in size
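hTERT-immortalized A-T patient fibroblasts ([…]), 500 cells/well in OPTI-MEM, 1% FBS, got compounds for 60 min, then NCS for 30 min at 37C. Lysates were then assayed for phospho-KAP-1 by AlphaLISA (anti-pKAP1 donor, anti-KAP1 acceptor beads), 6 hr at 25C.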
GALK inhibitor: qHTS Assay for Inhibitors of Human Galactokinase (GALK). Potency, µM (series often up to 57.5 µM), without a hit: top-dose activity change, negative = inhibition, most hits filed as inhibitors. AID 1868, 2009. Purified GALK, Kinase-Glo residual ATP luminescence. 270,000 compounds, 0.007% hits. P51570; further: potency means the concentration at half of the fitted maximal effect; on the % scale 0 is the no-effect control and ±100 the full control effect
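ATP-depletion format; final 35 uM ATP, 100 uM D-galactose, 5 nM enzyme; pH 8.0 HEPES/Mg2+ buffer; 60 min RT; luminescence read 10 min after detection reagent.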
S-ASM inh: Inhibitors of Secretory Acid Sphingomyelinase (S-ASM): qHTS | Potency, µM (series often up to 57.5 µM), inactives show at the top dose activity change, negative = inhibition, actives largely listed as inhibitors | AID 504937, 2011 | placental ASM, HMU-PC fluorogenic substrate, 60 min | 340,000 compounds, 0.006% hits; further: potency means the concentration at half of the fitted maximal effect
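Human placenta-derived ASM preincubated with compound 10 min at room temperature, then reacted with 9 uM (final) fluorogenic HMU-PC substrate for 60 min at 37 C. Stop solution raises pH to 10; fluorescence read at Ex 386/Em 447 nm.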
CXXC DNA block: qHTS Fluorescence Polarization Assay for Inhibitors of MLL CXXC domain - DNA interaction; AID 2662, 2010; 290,000 compounds, 0.037% hits; Potency, µM (series often up to 115 µM), for inactives: top-dose activity change, negative = inhibition, usual class: inhibitors; MLL-CXXC / FITC-HOXA9 DNA fluorescence polarization; active means well fitted inhibition curve with a large enough effect in the polarisation, with a control signal flat, not every such curve was filed as active; inconclusive means small, poorly fitted or top-dose-only effect, or effect the other way, or a change in a side signal; inactive means no such curve, though single readings can be large or run the other way; the % refers to the polarisation; further: potency means the concentration at half of the fitted maximal effect
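Purified MLL-CXXC (added from a 7 uM solution) was preincubated 5 min at ambient with pinned compounds in 50 mM Tris-HCl pH 7.5, 50 mM NaCl, 1 mM DTT, 0.05% BSA. Fluorescein-labeled HOX-A9 DNA (50 nM solution) followed, 30 min, then polarization read.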
KCNH2 WT inh: qHTS for Inhibitors of KCHN2 3.1: Wildtype qHTS; Voltage-gated inwardly rectifying potassium channel KCNH2 (Homo sapiens), Q12809; U2OS, BacMam KCNH2, thallium flux FluxOr; active compounds read low; activity change, % at 1.84 µM; 340,000 compounds, 0.37% hits; AID 720551, 2013;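 active means maximum activity change below -70%; inconclusive means maximum activity change between -70% and -50%; inactive means maximum activity change above -50%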; further: on the % scale 0 is the no-effect control and ±100 the full control effect
Target sequence (Q12809 whole entry, looked up): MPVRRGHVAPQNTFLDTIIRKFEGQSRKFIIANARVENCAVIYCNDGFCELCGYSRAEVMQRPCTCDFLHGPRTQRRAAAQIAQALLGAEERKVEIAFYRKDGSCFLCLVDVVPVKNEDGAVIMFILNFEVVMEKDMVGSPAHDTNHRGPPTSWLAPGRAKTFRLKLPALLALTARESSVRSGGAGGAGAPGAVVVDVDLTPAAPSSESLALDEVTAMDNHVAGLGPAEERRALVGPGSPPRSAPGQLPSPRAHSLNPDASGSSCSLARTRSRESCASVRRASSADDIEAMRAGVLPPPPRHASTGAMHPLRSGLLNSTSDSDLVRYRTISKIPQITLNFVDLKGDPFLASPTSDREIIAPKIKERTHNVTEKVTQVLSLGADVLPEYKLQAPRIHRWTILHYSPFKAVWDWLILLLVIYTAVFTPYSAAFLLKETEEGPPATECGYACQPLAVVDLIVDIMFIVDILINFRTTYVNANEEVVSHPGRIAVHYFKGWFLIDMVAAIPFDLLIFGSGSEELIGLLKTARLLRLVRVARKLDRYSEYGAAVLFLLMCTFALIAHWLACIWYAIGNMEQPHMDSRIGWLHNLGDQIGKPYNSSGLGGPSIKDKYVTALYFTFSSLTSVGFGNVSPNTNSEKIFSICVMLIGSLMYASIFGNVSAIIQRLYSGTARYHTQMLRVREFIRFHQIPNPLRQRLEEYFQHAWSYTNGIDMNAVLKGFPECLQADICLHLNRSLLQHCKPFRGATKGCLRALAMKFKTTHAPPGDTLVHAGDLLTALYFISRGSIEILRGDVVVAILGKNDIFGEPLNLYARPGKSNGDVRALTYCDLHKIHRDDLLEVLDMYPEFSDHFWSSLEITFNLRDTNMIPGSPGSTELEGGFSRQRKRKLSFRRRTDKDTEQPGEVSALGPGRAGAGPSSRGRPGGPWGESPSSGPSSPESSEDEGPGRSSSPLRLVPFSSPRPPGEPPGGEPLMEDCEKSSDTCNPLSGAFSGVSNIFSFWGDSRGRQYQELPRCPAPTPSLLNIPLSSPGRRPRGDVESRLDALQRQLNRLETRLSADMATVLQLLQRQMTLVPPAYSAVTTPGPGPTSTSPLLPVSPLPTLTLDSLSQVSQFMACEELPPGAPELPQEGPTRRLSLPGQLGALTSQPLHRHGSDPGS
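U2OS cells transduced with wild-type KCNH2 virus are loaded with FluxOr dye for 45 min, and thallium flux is measured in kinetic reads before and after stimulation buffer. Rate constants are normalized to DMSO controls.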
KCNH2 3.1 block: qHTS for Inhibitors of KCHN2 3.1: Mutant qHTS | Potassium voltage-gated channel subfamily H member 2, brain isoform KCNH2 3.1 (human) | U2OS KCNH2 3.1, thallium flux FluxOr; active compounds read low | activity change, % (tested at about 1.8 µM) | 340,000 compounds, 0.95% hits | AID 720553, 2013;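 active means maximum activity change below -70%; inconclusive means maximum activity change from -70% to -50%; inactive means maximum activity change above -50%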;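 further: thallium influx rate constant from kinetic fluorescence after stimulation buffer; on the % scale 0 is the no-effect control and ±100 the full control effect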
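Kinetic fluorescence (2 min after stimulation buffer) measures Tl+ influx through KCNH2 3.1 expressed by viral transduction in U2OS cells; the rate constant is normalized against DMSO controls serving as positive and negative references.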
MBNL1 CUG block: qHTS Assay for Inhibitors of MBNL1-poly(CUG) RNA binding | AID 2675, 2010 | 280,000 compounds, 0.036% hits | TR-FRET MBNL1-His/biotin-(CUG)12 binding, 665/545 ratio | Muscleblind-like protein 1 (Homo sapiens), Q9NR56 | Potency, µM (highest dose often 57.5 µM), for the others: at the highest dose activity change, negative = inhibition, hits mostly inhibitors; active means well fitted inhibition curve with a large enough effect in the signal ratio, with a control signal flat, not every such curve was filed as active; inconclusive means small, poorly fitted or top-dose-only effect, or effect the other way, or a change in a side signal; inactive means no such curve, though single readings can be large or run the other way; the % refers to the signal ratio; further: potency means the concentration at half of the fitted maximal effect; on the % scale 0 is the no-effect control and ±100 the full control effect
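Ratiometric TR-FRET (665 over 545 nm, excitation 340 nm) tracks disruption of MBNL1-His/biotin-(CUG)12 complex after 60 min at room temperature, with compounds at 92 nM to 58 uM final.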
TRPV1 agonist: HTS Assay for Compounds that Act as Agonists of the Vanilloid Receptor 1; Transient receptor potential cation channel subfamily V member 1 (Homo sapiens), Q8NER1; TRPV1-expressing cells, Fluo-8 calcium influx, agonist mode; activation, % at 8.33 µM; 320,000 compounds, 0.19% hits; in the data active means activation above about 80%; inconclusive means between about 30% and that limit; further: 0% is about no effect
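Fluo-8 calcium influx in TRPV1-expressing cells, kinetic read (ex 480/em 520 nm). Compound added and read 3 min for agonist activity, followed by capsaicin at EC20 final and 2 min further read for enhancement.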
An asterisk follows results filed as active; ? = inconclusive; . = no result given; & = joins results of further samples; [ ] = remark or other dose. Unless noted, the call rests on the fitted dose curve; in most records, active means well fitted curve in the direction sought with a large enough effect; inconclusive means small, poorly fitted or top-dose-only effect, or another doubt; inactive means no such curve, though single readings can be large; an effect the other way counts as inactive or inconclusive.

SMILES	a7 integrin act	Coupling enz	AT treatment	GALK inhibitor	S-ASM inh	CXXC DNA block	KCNH2 WT inh	KCNH2 3.1 block	MBNL1 CUG block	TRPV1 agonist
Cc1cccc(NC(=O)Cn2cnc(S(=O)(=O)N3CCCC3)c2)c1C	-4%	.	3%	3%	-1%	-1%	20	-13	-2%	1
COc1cccc(-c2nc(NC(C)(C)C)c3ccccc3n2)c1O	-36%	0	25%	3%	?	-6%	5	-17	9%	-1
O=C(Nc1ccc(OCc2ccccc2)cc1)c1cccc([N+](=O)[O-])c1	20%	0	-8%	1%	1%	-6%	?	12	4%	7
Cc1ccc(Cc2nc(-c3ccccn3)no2)cc1	-22%	0	1%	-1%	1%	4%	5	.	-4%	4
CCn1c2ccccc2c2nnc(SCC(=O)N(C)C3CCS(=O)(=O)C3)nc21 (stereo not given)	-21%	-2	-5%	0%	8%	2%	0	2	.	8
CCCc1cc(=O)[nH]c(Nc2ccc(O)cc2)n1	2%	-3	-5%	-2%	5%	-2%	22	-3	3%	-1
Cc1ccnc(NC(=O)c2cc(S(=O)(=O)NCc3ccccc3)ccc2C)c1	-51%[inhibitor]	.	14%	.	0%	.	6	12	.	2
CCCCN1C(=N)N([C@@H](C)CN2CCC[C@H]2CN2C(N)=NC[C@@H]2Cc2ccccc2)C[C@H]1[C@H](C)CC	6%	.	-2%	.	3%	.	17	-10	.	.
CC1(OC(=O)CCc2ccccc2)C(=O)C=C2C=C(c3ccc(C#N)cc3)N(C3CCCC3)C=C2C1=O (stereo not given)	38%	-27&-16	-13%	1%	48%[activator]	-3%	-18	-4	?	-4
CN(C)/C=C1/C(=O)Nc2ccccc21	16%[7.66 µM]	2	1%	-5%	-4%	-1%	-11	10	19%	-3
COCCN(C(=O)CSc1n[nH]c(-c2ccc(OC)cc2)n1)c1c(N)n(Cc2ccccc2)c(=O)[nH]c1=O	-8%	.	10%	.	3%	.	4	-9	.	0
O=C(NC12CC3CC(CC(C3)C1)C2)C1=COCCO1	5%	0	6%	-4%	-3%	-4%	-19	1	-13%	22
CCCCCN(C(=O)CCC(=O)OCC(=O)N(C)c1ccccc1)c1c(N)n(CCCC)c(=O)[nH]c1=O	15%	.	0%	.	3%	.	2	15	.	-4
NS(=O)(=O)c1ccc(CCNC(=O)Cn2c(=O)c3cccn3c3cccnc32)cc1	0%	0	-6%	7%	10%	0%	1	-25	?	3
CC1CC(C)(C)NC(=S)N1CCC(=O)N1CCc2ccccc21 (stereo not given)	17%	1	-1%	10%	-2%	11%	1	3	-6%	1
CC(C)(C)NC(=O)C(c1ccco1)N(C(=O)Cn1nnc(-c2ccc(F)cc2)n1)c1ccccc1 (stereo not given)	5%[7.66 µM]	.	.	.	4%	.	-6	-20	.	.
COCCNC(=O)c1ccc(N2CC3CC(C2)c2cccc(=O)n2C3)c(NC(=O)c2c(F)cccc2F)c1 (stereo not given)	-16%	-5	5%	0%	-1%	14%	-14	-10	-8%	-1
Cc1c(N=C2SCC(=O)N2/N=C\c2ccc(Br)cc2)c(=O)n(-c2ccccc2)n1C	-4%	3	-9%	0%	2%	0%	3	1	4%	-3
C=CCOC(=O)C(=O)/C=C/c1ccc2c(c1)Cc1ccccc1-2	0%	-3	-8%	2%	1%	2%	1	-9	9%	7
COc1cccc(C=O)c1OCCCOc1cccc2cccnc12	4%	-12	-7%	0%	-1%	-20%	1	-6	16%	2
O=C1CN(C(=O)COc2ccccc2)CCN1	30%	0	0%	1%	1%	4%	9	-7	-15%	2
CCOc1ccc(-n2c(C)c(C(=O)OC)c3cc(O)ccc32)cc1	31%	3	-13%	4%	2%	0%	-1	-1	2%	-3
c1ccc(Cn2ccnc2-c2ccco2)cc1	12%	1	8%	0%	-1%	-2%	-24	4	6%	0
O=C(NCc1ccc(F)cc1)c1cccs1	2%	2	18%	-5%	3%	-3%	-6	-3	-4%	8
O=C(NCC1CCCO1)c1ccccc1OCc1ccc(Cl)cc1 (stereo not given)	-5%	.	2%	.	3%	.	5	-13	.	?
CSc1ncccc1C(=O)OCC(=O)c1ccc2c(c1)NC(=O)CO2	10%	2	1%	-5%	-2%	0%	1	16	.	-2
CCOc1ccc(/C=N/NC2=NCCCCC2)cc1	27%	0	0%	-2%	1%	7%	18	-49	0%	1
Clc1ncc(Cn2cccn2)s1	18%	4	-3%	-1%	0%	-9%	-2	15	-3%	-2
CCC(C)N(C(=O)COc1ccc(-c2nnco2)cc1)C1CCS(=O)(=O)C1 (stereo not given)	6%	.	7%	.	-2%	.	-1	9	.	-5
Cc1csc(NC(=O)CCn2c(=O)oc3ccccc32)n1	-6%	0	0%	-2%	5%	2%	-4	-7	2%	-2
S=C(Nc1cc(Cl)cc(Cl)c1)N1CCCC1	2%	0	-5%	5%	-1%	?	18	19	-4%	28
Cc1ccc(S(=O)(=O)N2CCC(NC(=O)C3CCCCC3)CC2)cc1	2%	2	2%	-1%	3%	-2%	4	5	0%	-6
N#CCCn1cc(C=C(C#N)C#N)c(-c2ccc(Cl)cc2)n1	22%	-2	2%	-2%	-3%	4%	-2	20	-4%	16
C=CCOC(=O)c1cc(-c2ccc(/C=C3\C(=O)NC(=O)C(C#N)=C3C)o2)ccc1Cl	-41%	-9	-3%	-8%	-5%	?	8	7	10%	1
Cc1ccsc1C(C(=O)NCc1ccccc1)N(C(=O)c1csnn1)c1ccccc1 (stereo not given)	13%	-2	-2%	1%	0%	3%	-7	-19	-6%	15
O=C(O)CC(Cc1ccc(Cl)cc1)C(=O)NCC12CC3CC(CC(C3)C1)C2 (stereo not given)	-7%	9	5%	1%	7%	3%	-1	-10	0%	5
COC(=O)C(CCSC)NC(=O)CNS(=O)(=O)c1ccc(Cl)cc1 (stereo not given)	-6%	1	5%	0%	1%	9%	-10	11	3%	-1
CCOc1ccc(Cc2nnc(SCC(N)=O)n2C)cc1	-15%	0	0%	0%	0%	10%	-15	?	4%	-4
Cc1ccc(C(=O)C2OC(=O)C(C)(C)C(=O)C2(C)C)cc1 (stereo not given)	15%	0	0%	-1%	0%	-6%	-11	-5	-1%	4
COc1ccc(CCNC(=O)c2ccnc(C(C)(C)C)c2)cc1OC	17%	.	.	.	1%	.	-5	12	.	.
COc1ccccc1COCC(O)CNCCc1ccc(C(F)(F)F)cc1 (stereo not given)	0%	3	8%	.	-1%	13%	?	-18	2%	22
S=c1[nH]cc(-c2ccccc2)[nH]1	14%	5	21%	-1%	1%	-4%	-5	3	-13%	-4
COc1cc(NC(=O)CN2C(=O)C(c3ccccc3)=NC23CCCCCC3)cc(OC)c1	12%	-1	-5%	-1%	-6%	15%	1	22	-6%	14
O=C(O)CSCCc1ccccn1	-1%	1	3%	4%	2%	-6%	-13	3	-5%	0
Cc1cc(Cl)ccc1Oc1nc(-c2ccccc2)ncc1S(C)(=O)=O	10%	4	-9%	1%	1%	18%	-1	-7	-3%	10
Cc1ccc(C)c(NC(=O)CSc2n[nH]c(-c3ccncc3)n2)c1	4%	3	11%	2%	1%	1%	-3	.	-9%	-3
Cn1c(-c2ccccc2)cc2onc(-c3ccccc3)c2c1=O	-35%	.	8%	.	-3%	.	3	-3	.	26
CN(Cc1ccccc1OCCO)CC1CCCN(CCc2ccc(Cl)cc2)C1 (stereo not given)	-39%[inhibitor]	3	-8%	-2%	-11%	0%	-1	?	-1%	1
CCOc1ccc(CCNC(=O)C2CCN(S(=O)(=O)N3CC(C)CC(C)C3)CC2)cc1OCC (stereo not given)	-8%	-2	12%	0%	3%	11%	-1	-28	-5%	-3
Nc1nc(N)c2cc([N+](=O)[O-])ccc2n1	-3%	.	.	.	-2%	.	3	-2	.	.
O=c1cc(NCc2ccco2)c2ccccc2o1	2%	3	5%	0%	-3%	-13%	11	5	9%	19
CCOc1ccc(C(=S)NC2CCCCC2)cc1	4%	1	15%	-3%	-3%	1%	4	1	-6%	4
